PMI act: phosphomannose isomerase (human) activation; purified human PMI, coupled resazurin fluorescence, 20 min; hits give high values; 1 = vehicle control, 0 substrate-free wells; activation factor at 20 µM; actives 0.005% (n = 190,000); AID 1214;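 active = activation factor of 2 or more at 20 µM, relative to plate controls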
PMI act hi M6P: increases human PMI activity with near-saturating mannose 6-phosphate. P34949. coupled PMI enzyme assay, resazurin fluorescence, 20 min; hits give high values; 1 = untreated enzyme, 0 = substrate-free blank. activation factor at 20 µM. actives 0.34% (n = 190,000). AID 1216;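 active = activation factor of 2 or more at 20 µM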
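test system = human PMI in coupled enzyme assay | medium = HEPES-buffered pH 7.4 with magnesium and detergent | also added = 1.0 mM mannose-6-phosphate substrate with 0.22 mM NADP+ | compound = 20 µM single dose | times = 20 min incubation at room temperature | measured by = resorufin fluorescence (Ex 544/Em 590 nm) from resazurin via diaphorase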
Diaph act CS: counter-screen for diaphorase-based assays: diaphorase activators and chemical reducers; Diaphorase/resazurin coupled assay, resorufin fluorescence, 16 min; hits give high values; 1 = vehicle wells, 0 = NADH-free wells; activation factor at 20 µM; actives 0.005% (n = 190,000);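 active = diaphorase activity raised at least twofold by the compound at 20 µM; inactive = activation factor below 2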
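Assay system: Purified diaphorase enzyme from Clostridium kluyveri | Amount: Enzyme 0.07 U/mL final | Dosing: Compound 20 µM once, DMSO 1% | Timing: 16 min reaction at room temperature | Detection: Fluorescence, excitation 544 nm and emission 590 nm | Evaluation: Higher resorufin formation from activation or reduction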
TR-FRET SRC-2 ct: counter-screen for PPARgamma SRC-2 recruitment agonists: TR-FRET artefact. AID 1049. actives 0.4% (n = 200,000). hits give high values. TR-FRET ratio at 8 µM; in the data active = TR-FRET ratio above about 2000; also: inactives centre near 1500
PPARg SRC-3 ag: PPARgamma-driven SRC-3 recruitment agonism | biochemical PPARgamma/SRC-3 coactivator recruitment assay | activation, % at 8 µM | actives 0.26% (n = 200,000); in the data active = activation above about 23%;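 also: 0% = DMSO and 100% = reference agonist; some compounds past the cut are filed as inactive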
Target sequence (P37231 whole entry, looked up): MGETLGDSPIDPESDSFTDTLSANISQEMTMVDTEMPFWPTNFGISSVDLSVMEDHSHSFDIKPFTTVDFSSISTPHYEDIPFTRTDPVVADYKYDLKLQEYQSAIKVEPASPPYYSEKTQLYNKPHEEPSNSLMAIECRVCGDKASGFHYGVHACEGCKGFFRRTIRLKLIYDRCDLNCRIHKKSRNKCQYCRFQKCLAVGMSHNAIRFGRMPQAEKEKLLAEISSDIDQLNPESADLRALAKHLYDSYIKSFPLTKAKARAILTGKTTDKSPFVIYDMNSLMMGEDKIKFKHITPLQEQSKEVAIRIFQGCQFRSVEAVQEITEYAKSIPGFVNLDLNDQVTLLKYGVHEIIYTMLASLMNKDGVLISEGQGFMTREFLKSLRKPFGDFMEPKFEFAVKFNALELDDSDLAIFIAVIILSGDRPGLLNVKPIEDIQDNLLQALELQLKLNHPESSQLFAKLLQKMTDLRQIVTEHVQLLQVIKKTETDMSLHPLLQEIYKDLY
Diaphorase inh: inhibits diaphorase or chemically oxidizes, flagging diaphorase assay artifacts; diaphorase resazurin-to-resorufin fluorescence, NADH, 16 min; bacterial (C. kluyveri) enzyme, not human; inhibition, % at 20 µM; actives 0.69% (n = 190,000); AID 1217;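 active = primary screen inhibition at 20 µM above a set limit, cut at about 50% in these data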;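 also: plate controls were DMSO with full reaction for no effect and wells lacking NADH for full effect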
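Assay system: diaphorase enzyme from Clostridium kluyveri; Input: enzyme working solution with 0.14 U/mL diaphorase; Timing: 16 min at room temperature; Technique: resorufin fluorescence, excitation 544 nm, emission 590 nm; Benchmarks: positive control minus NADH, DMSO neutral control.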
S1P3 antag: blocks the human S1P3 receptor; CHO S1P3 NFAT-BLA reporter, FRET fluorescence, antagonist mode; inhibition, % at 4.98 µM; actives 0.27% (n = 170,000); AID 485;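 active = inhibition above the plate cutoff, the mean inhibition of test wells on that plate plus 3 SD, cut at about 28% in these data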;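 also: cells challenged with S1P at its EC80 of 0.8 µM; blue over green emission ratio from cleaved BLA substrate after 4 h stimulation; 0% = S1P-stimulated wells and 100% = unstimulated DMSO-only wells; some compounds past the cut are filed as inactive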
Target sequence (Q99500 whole entry, looked up): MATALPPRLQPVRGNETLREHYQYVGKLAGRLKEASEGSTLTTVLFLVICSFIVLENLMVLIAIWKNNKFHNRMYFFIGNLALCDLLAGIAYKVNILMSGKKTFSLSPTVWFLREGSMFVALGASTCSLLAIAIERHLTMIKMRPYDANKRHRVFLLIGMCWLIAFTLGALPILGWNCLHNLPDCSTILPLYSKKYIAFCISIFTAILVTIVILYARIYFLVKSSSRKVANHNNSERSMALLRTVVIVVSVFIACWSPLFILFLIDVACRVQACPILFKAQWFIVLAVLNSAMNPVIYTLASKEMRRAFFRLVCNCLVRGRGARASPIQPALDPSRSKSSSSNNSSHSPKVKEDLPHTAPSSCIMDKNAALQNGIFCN
PPARg SRC2 recr: agonists of SRC-2 recruitment by human PPARgamma. P37231. PPARgamma LBD-SRC-2 recruitment, biochemical. AID 1032. actives 0.34% (n = 200,000). activation, % at 8 µM; in the data active = activation above about 22%;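 also: 0% = vehicle and 100% = reference agonist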
PPARg SRC1 recr: promotes SRC-1 coactivator recruitment by human PPARgamma | actives 0.41% (n = 200,000) | AID 631 | PPARgamma-SRC-1 coactivator recruitment biochemical assay | P37231 | activation, % at 8 µM; in the data active = activation above about 19%;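 also: 0% = DMSO and 100% = reference agonist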
ROMK primary: modulates human ROMK potassium channel activity | Tet-inducible ROMK, thallium flux fluorescence; actives lie on both sides | B-score at 10 µM | actives 2% (n = 130,000);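 active = signal ratio slope over the read window, or its plate-corrected B-score, at least 3 SD from the plate mean, either direction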;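 also: B-score of the F/F0 ratio slope over 7 to 12 s after thallium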
G6PDH CS: counter-screen for G6PDH assay hits: L. mesenteroides G6PDH inhibition | inhibition, % at 5 µM | actives 0.12% (n = 200,000) | AID 1020 | Purified L. mesenteroides G6PDH, diaphorase/resazurin coupled fluorescence, 45 min; in the data active = inhibition above about 50%
Starred values were filed as active, the others as inactive; nt = not tested or not shown. The order is random; 3.3% or so of the library scored in one or more.

SMILES	PMI act	PMI act hi M6P	Diaph act CS	TR-FRET SRC-2 ct	PPARg SRC-3 ag	Diaphorase inh	S1P3 antag	PPARg SRC2 recr	PPARg SRC1 recr	ROMK primary	G6PDH CS
COc1ccc(NC(=O)CN2CCC(n3c(C)nc4cc(F)ccc43)CC2)c(OC)c1	0.8	0.8	0.8	1741	-4	23	-25	-3	3	0.3	5
CCOC(=O)CNC(=O)CSc1nc2cccnc2n1CC	1.1	1.2	1.1	1573	-1	-7	nt	2	-5	nt	8
Fc1cccc(NC(=S)NCCN2CCOCC2)c1	1	1	0.9	1652	7	9	5	2	2	0.01	-1
Cc1cc(C)c2c(=O)[nH]c(SCC(=O)N(C)C)nc2n1	0.9	0.9	0.9	1655	7	6	nt	-6	-3	nt	11
CCn1c(=O)c(=O)[nH]c2cc(C(=O)NC3CC3)ccc21	1.1	1	0.9	1462	0	8	3	2	3	0.78	1
CCCCNC(=O)NCC(=O)Nc1ccc(F)c(F)c1	1.1	1	1	1572	-4	4	-27	2	5	0.19	7
CC(=O)NC1C(=O)N=C(SCC(=O)Nc2c(C)cccc2C)NC1=O (stereo not given)	1.1	1	0.9	1822	0	6	-20	3	11	0.95	6
COc1cc(C(=O)NCCc2cn3ccccc3n2)cc(OC)c1OC	0.9	0.9	0.9	1692	16	9	14	3	7	nt	-9
Cn1ncc([N+](=O)[O-])c1C(=O)Nc1ccn(Cc2ccccc2F)n1	1	1	0.9	1669	7	10	nt	5	2	nt	2
CCn1c(SCC(=O)c2ccc(Cl)cc2)nnc1-c1ccoc1C	1	1	0.9	1672	10	11	21	11	6	nt	-8
CCCSC1=C(C#N)C(c2cccs2)C(C(=O)Nc2ccccc2)=C(C)N1 (stereo not given)	1	1	0.8	1696	1	24	nt	1	4	nt	9
O=C(CCN1CCN(C(c2ccccc2)c2ccccc2)CC1)N/N=C/c1ccc(O)cc1	0.9	1	0.9	1677	3	9	9	-2	7	nt	-22

The closing two records of the section before come first, to join the parts:
SMILES	PMI act	PMI act hi M6P	Diaph act CS	TR-FRET SRC-2 ct	PPARg SRC-3 ag	Diaphorase inh	S1P3 antag	PPARg SRC2 recr	PPARg SRC1 recr	ROMK primary	G6PDH CS
CCCSC1=C(C#N)C(c2cccs2)C(C(=O)Nc2ccccc2)=C(C)N1 (stereo not given)	1	1	0.8	1696	1	24	nt	1	4	nt	9
O=C(CCN1CCN(C(c2ccccc2)c2ccccc2)CC1)N/N=C/c1ccc(O)cc1	0.9	1	0.9	1677	3	9	9	-2	7	nt	-22
Cc1ccccc1NC(=O)CN1CCC(n2nnc3ccccc32)CC1	1	1	0.9	1538	-6	13	nt	-4	-1	nt	9
Nc1ccc(Oc2ccc3c(c2)OCO3)cc1	1	1	0.9	1465	-3	5	-10	-4	-6	-0.72	2
COC(=O)c1cc(C(=O)OC)cc(N2C(=O)CC(NNC(=O)c3ccc(C)cc3)C2=O)c1 (stereo not given)	1.1	1.1	0.9	1433	-7	8	0	-4	-8	nt	12
Cc1[nH]c2c(C)cccc2c1CCNC(=O)c1ccc2c(c1[N+](=O)[O-])C(=O)c1ccccc1C2=O	0.8	0.4	0.7	1495	0	29	nt	9	5	nt	45
CNC(=S)N(Cc1ccc(OC)cc1)C1CC(=O)N(c2ccc(OC)cc2)C1=O (stereo not given)	1	1	0.9	1817	6	11	nt	11	-2	nt	4
Cc1ccccc1-n1c(SCc2c(C)noc2C)nnc1-c1cccnc1	1	0.9	1	1729	10	-1	nt	8	4	nt	3
Cc1c(C(=O)OCC(=O)NCC2CCCO2)cccc1[N+](=O)[O-] (stereo not given)	1.1	1	0.9	1476	0	8	-14	-2	3	0.92	2
COc1ccc(Cl)cc1NC(=S)NCCc1ccc(S(N)(=O)=O)cc1	0.9	1	0.9	1657	4	8	3	3	13	0.85	8
N#CC1=C2SCN(Cc3ccco3)CN2C(=O)CC1c1cccc2ccccc12 (stereo not given)	0.4	0.3	0.6	1785	17	42	-5	12	11	nt	28
CCOC(=O)COc1c(Br)cc(/C=C2\SC(=O)N(CC(=O)N3CCCC3)C2=O)cc1OC	1	1	0.9	1600	-5	12	nt	3	0	-4.7*	0
O=C(Nc1nc(-c2ccccc2)cs1)C1CCCCN1S(=O)(=O)c1ccccc1 (stereo not given)	0.9	1	0.8	1688	1	22	98*	1	-6	nt	5
CC(=O)C1C(c2ccc(Cl)cc2)c2c(n[nH]c2C)CC1(C)O (stereo not given)	0.9	0.9	0.9	1708	4	14	2	8	5	0.039	4
Nc1ncnc2c1ncn2[C@@H]1O[C@H](CO)[C@@H](O)[C@H]1O	1	1.1	0.9	1689	0	8	-7	2	7	nt	9
O=C(Nc1nnc(-c2cccs2)o1)c1ccc(S(=O)(=O)N2CCOCC2)cc1	1.1	1.2	1	1651	0	1	-33	-3	2	0.085	2
O=C(O)c1ccc(OC2CSC2)cc1	1	1.1	1.1	1540	14	-7	12	8	-6	nt	3
O=c1c2ccccc2n2c(-c3cccc(Cl)c3)nnc2n1Cc1ccccc1	0.9	1	1	1472	-1	-4	-20	1	6	nt	-9
COc1cc(NC(=O)CSc2nnnn2-c2ccccc2)cc(OC)c1OC	0.9	0.9	0.9	1407	8	9	-14	-1	-2	nt	-11
COc1cc(/C(C)=N/NC(=O)c2ccc(CSc3nncn3C)cc2)cc(OC)c1OC	1	1	0.8	1631	2	19	4	5	6	-0.26	6
Cc1ccc2c(c1)N(CC(=O)O)C(=O)CO2	1	1	0.9	1543	-1	10	nt	-5	1	1.2	-4
Oc1cc2c(cc1C(c1ccc(Cl)c(Cl)c1)N1CCCC1)OCO2 (stereo not given)	0.8	0.4	0.9	1615	5	9	-5	2	-6	1.4	20
Cc1ccc(/C(O)=C2\C(=O)C(=O)N(c3cc(C)on3)C2c2cccc(Cl)c2)cc1 (stereo not given)	0.9	0.9	0.8	1632	11	19	-22	3	15	nt	9
Oc1cccc(C2c3[nH]c4ccccc4c3CCN2Cc2ccc3c(c2)CCO3)c1 (stereo not given)	0.8	0.8	0.7	1420	-2	34	-1	-3	-3	0.02	8
CCN1C(=O)c2cccc3c(S(=O)(=O)Nc4ccccn4)ccc1c23	0.9	0.8	0.8	1522	-2	16	-30	-6	7	0.021	3
Cc1ccc(Nc2ncnc3nc[nH]c23)cc1Cl	0.8	0.9	0.8	1552	-8	18	-9	-9	4	nt	14
COc1ccccc1CNC(=O)c1ccc(Br)o1	1	1	0.9	1597	-1	13	-10	6	7	-1.4	11
Cn1nc(-c2ccc(Cl)cc2)c2cc(C(=O)NCCN3CCOCC3)sc21	1	1	1.1	1757	9	-13	-25	9	5	nt	7
O=C1CCCc2c1nc(-c1cccc(Cl)c1)n2O	1	1.2	1.1	1534	-7	-9	nt	-1	2	nt	-4
Cc1occc1C(=O)NC1CCCc2ccccc21 (stereo not given)	0.9	0.9	0.9	1506	8	7	-9	1	3	nt	16
COc1cc2c(=O)n(CC3CCCO3)c(=O)n(CC(=O)Nc3ccc(F)cc3F)c2cc1OC (stereo not given)	0.9	0.9	0.8	1522	1	16	5	4	4	nt	-13
CCCC(=O)N(CCc1ccc(OC)cc1)Cc1nc2ccccc2c(=O)[nH]1	1	1.1	0.9	1395	-17	13	nt	-11	1	-0.86	6
COC(=O)C1=C(C)N=c2s/c(=C3\C(=O)Nc4ccccc43)c(=O)n2C1c1ccccc1 (stereo not given)	0.9	1	0.9	1489	2	10	-22	-5	2	nt	-8
COc1ccc(-c2c(C#N)c(SCC(=O)Nc3ccccc3)nc3c2CCCC3)cc1	nt	nt	nt	1647	5	nt	nt	7	5	1.7	nt
CCc1cccc(NC(=O)Cc2cn(C)c3ccccc23)c1	1	0.9	0.8	1323	-6	23	nt	-6	-2	nt	6
Cc1cccc2nc(CSc3nc4ccccc4[nH]3)cn12	1	1	0.9	1341	0	13	-3	0	-15	-0.28	1
CC(C)(C)c1ccc(-c2cc(C(=O)NNC(=O)Nc3ccccc3)c3ccccc3n2)cc1	0.9	0.9	0.9	1589	7	12	nt	11	5	0.62	-2
CC(=O)NC(Nc1c(C)n(C)n(-c2ccccc2)c1=O)C(Cl)(Cl)Cl (stereo not given)	1.4	1.3	0.9	1542	1	9	-3	8	8	nt	12

The last 4 entries of the section above open the next one.
SMILES	PMI act	PMI act hi M6P	Diaph act CS	TR-FRET SRC-2 ct	PPARg SRC-3 ag	Diaphorase inh	S1P3 antag	PPARg SRC2 recr	PPARg SRC1 recr	ROMK primary	G6PDH CS
CCc1cccc(NC(=O)Cc2cn(C)c3ccccc23)c1	1	0.9	0.8	1323	-6	23	nt	-6	-2	nt	6
Cc1cccc2nc(CSc3nc4ccccc4[nH]3)cn12	1	1	0.9	1341	0	13	-3	0	-15	-0.28	1
CC(C)(C)c1ccc(-c2cc(C(=O)NNC(=O)Nc3ccccc3)c3ccccc3n2)cc1	0.9	0.9	0.9	1589	7	12	nt	11	5	0.62	-2
CC(=O)NC(Nc1c(C)n(C)n(-c2ccccc2)c1=O)C(Cl)(Cl)Cl (stereo not given)	1.4	1.3	0.9	1542	1	9	-3	8	8	nt	12
COC(=O)Cc1sc(-c2ccccn2)nc1-c1ccccc1	0.6	0.8	0.8	1535	6	18	6	7	8	0.85	-1
CC1=Nc2ccccc2/C1=C/c1sc(=N)n(-c2nccs2)c1O	1.1	1	0.5	1516	2	48	nt	2	2	nt	5
O=C(Nc1ccccc1)C1=C[C@H](c2ccc3c(c2)OCO3)C[C@H](OCCCCO)O1	0.9	0.9	0.9	1563	2	8	-6	4	1	nt	-1
COc1ccc2c(CC(=O)Nc3c(C)n(C)n(-c4ccccc4)c3=O)coc2c1	1	1	1	1707	10	-2	nt	8	4	1.1	0

Entries of single compounds, looked up by structure. Order of values: PMI act	PMI act hi M6P	Diaph act CS	TR-FRET SRC-2 ct	PPARg SRC-3 ag	Diaphorase inh	S1P3 antag	PPARg SRC2 recr	PPARg SRC1 recr	ROMK primary	G6PDH CS
Cn1ncc([N+](=O)[O-])c1C(=O)Nc1ccn(Cc2ccccc2F)n1 in the list: 1	1	0.9	1669	7	10	nt	5	2	nt	2
Fc1cccc(NC(=S)NCCN2CCOCC2)c1 in the list: 1	1	0.9	1652	7	9	5	2	2	0.01	-1
